# From PubChem BioAssay
# D3 ag: activates the human D3 dopamine receptor | max activation, % | AID 652048 | D3R DiscoveRx beta-arrestin cells, luminescence, 90 min | P35462 | 0.58% of 410,000 active; in the data active means max activation above about 30%; further: 0% is about no effect; mostly tested at two doses, the higher about 12 µM
#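 Agonist mode: compounds and dopamine controls were applied to plated cells for 90 min at 37 degrees C after an overnight attachment at 1500 cells/well. Luminescent read-out followed 30 - 60 minutes at room temperature with DiscoveRx detection reagent.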
# DRD3 antagonist: antagonists of human D3 dopamine receptor. max response, negative = inhibition, %. P35462. 2.5% of 360,000 active. D3R cells, DiscoveRx beta-arrestin luminescence, antagonist mode; stronger effect = lower value. AID 652054; in the data active means max response below about -50%; inconclusive means no clear call, values can overlap the other calls; further: on the % scale 0 is the no-effect control and ±100 the full control effect; mostly tested at two doses, the higher about 12 µM
#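 Cells plated overnight at 1500 cells/well, then exposed to library compounds with dopamine controls for 90 minutes at 37 degrees C. DiscoveRx reagent added for 30–60 minutes at room temperature; luminescence read, quantitative HTS format.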
# aSyn yeast inh: inhibitors of alpha-synuclein toxicity in yeast; Potency, µM (highest dose often 46.1 µM), without a hit: at the highest dose growth rescue (activation), most hits filed as activators; 0.14% of 370,000 active; Yeast expressing alpha-synuclein, growth rescue, BacTiter-Glo, 24 h; AID 652106; further: potency means the concentration at half of the fitted maximal effect; % of control where 0% means no effect; nearly all actives have a fitted effect of over 65% in size
#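 Readout is rescue of growth in alpha-synuclein-expressing yeast, so inhibitors of toxicity appear as activators. Growth after 24 hr at 30 deg C in galactose medium is quantified by luminescence.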
# GLP-1R agonist: activates the human GLP-1 receptor; P43220; HEK293 GLP-1R CRE-luciferase, luminescence, 4-6 h; cells express a hypersensitive GLP-1R form; Potency, µM (doses to about 45.6 µM), for the others: at the top dose activation, hits mostly activators; 0.007% of 380,000 active; further: potency means the concentration at half of the fitted maximal effect; % of control where 0% means no effect
# Target sequence (P43220 whole entry, looked up): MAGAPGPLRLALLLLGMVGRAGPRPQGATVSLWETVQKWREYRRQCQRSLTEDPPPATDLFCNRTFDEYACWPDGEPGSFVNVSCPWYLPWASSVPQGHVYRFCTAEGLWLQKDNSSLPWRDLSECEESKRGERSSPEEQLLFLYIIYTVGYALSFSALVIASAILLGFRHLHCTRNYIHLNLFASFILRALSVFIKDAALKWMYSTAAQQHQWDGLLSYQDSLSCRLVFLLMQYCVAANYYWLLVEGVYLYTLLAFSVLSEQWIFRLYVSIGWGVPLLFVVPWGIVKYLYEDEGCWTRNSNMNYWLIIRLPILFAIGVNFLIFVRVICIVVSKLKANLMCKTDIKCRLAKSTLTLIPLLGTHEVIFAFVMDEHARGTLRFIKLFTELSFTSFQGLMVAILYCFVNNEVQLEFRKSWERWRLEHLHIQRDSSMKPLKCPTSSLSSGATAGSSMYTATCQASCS
# PTHR1 agonist: PTHR1 (human) receptor agonism | Q03431 | HEK293 GP2 PTHR1 cells, GloSensor cAMP luminescence, 1 h | Potency, µM (titrated, usually from 115 µM), inactives show top-dose activation, hits mostly activators | 0.075% of 410,000 active | AID 743266; further: potency means the concentration at half of the fitted maximal effect; nearly all actives have a fitted effect of over 55% in size; some results filed as inactive show a strong effect at the top dose; inactives centre near -15; many of its hits are not listed in these tables
# Target sequence (Q03431 whole entry, looked up): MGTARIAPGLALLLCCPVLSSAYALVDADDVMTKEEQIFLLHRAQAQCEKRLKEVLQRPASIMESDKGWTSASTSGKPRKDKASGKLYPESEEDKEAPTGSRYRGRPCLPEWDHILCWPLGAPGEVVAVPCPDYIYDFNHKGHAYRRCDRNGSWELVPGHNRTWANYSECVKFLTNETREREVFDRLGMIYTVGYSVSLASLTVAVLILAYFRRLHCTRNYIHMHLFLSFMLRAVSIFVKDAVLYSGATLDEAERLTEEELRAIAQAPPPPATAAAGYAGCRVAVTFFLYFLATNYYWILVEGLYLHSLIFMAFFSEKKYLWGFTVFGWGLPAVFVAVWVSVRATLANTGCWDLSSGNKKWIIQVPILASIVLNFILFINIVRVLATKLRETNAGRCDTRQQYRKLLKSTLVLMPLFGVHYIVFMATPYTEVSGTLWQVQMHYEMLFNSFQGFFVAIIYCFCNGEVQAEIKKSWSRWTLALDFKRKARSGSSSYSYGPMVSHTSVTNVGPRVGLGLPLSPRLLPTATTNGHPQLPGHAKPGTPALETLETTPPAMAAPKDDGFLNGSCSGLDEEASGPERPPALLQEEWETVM
#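 HEK-293-derived GP2 cells expressing PTHR1 and a GloSensor cAMP reporter, 3,000/well, plated overnight, given luciferin plus IBMX (each 0.5 mM as added) for 1 h at 37 °C, then compound for 1 h at 37 °C. Luminescence was read after 15 min at room temperature.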
# GLP1R cytotox: cytotoxic in the GLP-1 receptor inverse agonist counter-screen; HEK293 cAMP-luciferase reporter cells, luminescence, 24 h; Potency, µM (highest dose often 38.3 µM), without a hit: top-dose activity change, negative = inhibition, usual class: inhibitors; 0.13% of 410,000 active;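 further: loss of luciferase light is scored as toxicity; potency means the concentration at half of the fitted maximal effect; on the % scale 0 is the no-effect control and ±100 the full control effect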
#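 A 23 nL compound transfer followed 12 hours of cell culture at 37 deg C; exposure then lasted 24 hr. Luciferase assay detection reagent was dispensed and plates read for luminescence after a 12 min room-temperature wait.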
# KB-V1 cytotox: KB-V1 MDR subline cytotoxicity; AID 1347076; KB-V1 MDR cells viability, CellTiter-Glo, 72 h; Potency, µM (titrated, usually from 46.1 µM), without a hit: top-dose activity change, negative = cytotoxicity, usual class: cytotoxic; 3.4% of 400,000 active; further: potency means the concentration at half of the fitted maximal effect; on the % scale 0 is the no-effect control and ±100 the full control effect; nearly all actives have a fitted effect of over 60% in size
#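 Readout: CellTiter-Glo luminescence, 10 min after addition. Cells: KB-V1 MDR subline, 72 h at 37 degrees C with compound. Analysis: corrected, normalized data fitted to concentration-effect curves.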
# TDP43 rescue: rescues yeast growth from TDP-43 toxicity. TDP-43 expressing yeast growth rescue, BacTiter-Glo, 24 h. Potency, µM (series often up to 46.1 µM), without a hit: top-dose growth rescue (activation), hits mostly activators. 1.8% of 410,000 active. AID 652104; further: potency means the concentration at half of the fitted maximal effect; % of control where 0% means no effect; nearly all actives have a fitted effect of over 50% in size
#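 Cell-based yeast growth screen: TDP-43 expression induced in galactose, inoculum OD600=0.02 after raffinose pregrowth to mid-log. Read-out BacTiter-Glo luminescence at 24 hr, 30 deg C; inhibition of toxicity seen as signal increase.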
# GLP1R inv ag: GLP-1 receptor (human) inverse agonism; P43220; HEK293 GLP-1R CRE-luciferase, luminescence, 24 h; GLP-1R form is constitutively active; Potency, µM (series often up to 38.3 µM), inactives show at the top dose activity change, negative = inhibition, actives largely listed as inhibitors; 1.6% of 410,000 active; further: potency means the concentration at half of the fitted maximal effect; on the % scale 0 is the no-effect control and ±100 the full control effect; nearly all actives have a fitted effect of over 55% in size
#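 Constitutively active GLP-1R drives a cAMP-responsive luciferase in stably transfected HEK293 cells; test compounds are added after overnight (12 h) attachment and left 24 hr, and signal loss in luminescence marks inhibition.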
# * marks the source's active call; other numbers are inactive results; i = inactive; u = inconclusive; x = not tested or not shown; & = joins results of further samples; [ ] = remark or other dose. Unless noted, the call rests on the fitted dose curve; in most records, active means well fitted curve in the direction sought with a large enough effect; inconclusive means small, poorly fitted or top-dose-only effect, or another doubt; inactive means no such curve, though single readings can be large; an effect the other way counts as inactive or inconclusive. Only part of the results is shown; count on the stated rates, not on these rows.
SMILES,D3 ag,DRD3 antagonist,aSyn yeast inh,GLP-1R agonist,PTHR1 agonist,GLP1R cytotox,KB-V1 cytotox,TDP43 rescue,GLP1R inv ag
CCOc1ccc2nc(N3CCC(C(=O)N4CCN(c5ncccn5)CC4)CC3)sc2c1,-2,-3,-1%,8%,-91%[inhibitor],-8%,-9%,5%,31%[activator]
O=C(Cc1ccc(NC(=O)C2CCN(C(=O)C3CC3)CC2)cc1)Nc1cccc(C(=O)N2CCCC2)c1,7,-24,1%,-4%,i,-5%,16%,20%,19%
COc1cc(C2NCCC(=O)C2(C)C)cc(OC)c1OC (stereo not drawn),-4,12,0%,0%,i,51%[activator],6%,22%,25%
O=C(CCCn1c(=O)[nH]c2cc(Cl)ccc2c1=O)NC1CCCCCCC1,0,9,0%,-8%,-39%[inhibitor],-2%,-20%,0%,7%
CC(=O)Nc1cccc(C(=O)NC2CCCc3c2cnn3-c2ccccc2F)c1 (stereo not drawn),6,1,2%,0%,i,-3%,7%,3%,6%
C[C@@H](NC(=O)[C@H]1O[C@@H](n2cnc3c(N)ncnc32)[C@H](O)[C@@H]1O)c1cccc2ccccc12,-8,-25,-2%,15%,14%,-3%,0%,8%,27%
CC(OC(=O)c1ccc(CN2CCCC2=O)cc1)C(=O)Nc1ccc(Cl)cc1 (stereo not drawn),8,22,0%,0%,-30%,3%,u,-1%,11%
CC(=O)NC(Cc1ccc(F)c(F)c1)C(=O)NC1CCN(C(=O)c2ccc(C)cc2)CC1 (stereo not drawn),-2,-27,-3%,9%,i,-2%,4%,-3%,-6%
COc1ccc(-c2cc3nc(C)n(N)c(=O)c3s2)cc1,1,9,-49%[inhibitor],-9%,-45%[inhibitor],16%,4.6µM*,-33%[inhibitor],u
O=C(N/C(=C/c1ccco1)C(=O)N1CCCC1)c1cccs1,-1,9,2%,-6%,i,-19%,0%,-8%,10%
COc1ccc(Cl)cc1S(=O)(=O)NC1CC(C)(C)NC(C)(C)C1,3,7,-1%,3%,i,-15%,7%,-7%,u
Cc1c(NC(=S)NC(=O)COc2ccccc2)c(=O)n(-c2ccccc2)n1C,2,2,-5%,-8%,-3%,5%,-1%,9%,3%
CC(=O)Nc1ccc(S(=O)(=O)NCc2ccc(C)n2C)cc1,1,-16,6%,5%,-9%,9%,-1%,21%,9%
COc1ccccc1CCc1nnc(CCC(=O)NC(C)Cc2cccs2)o1 (stereo not drawn),3,5,-1%,0%,i,6%,-9%,-6%,u
Cc1nn(-c2ccccc2)c(C)c1C(=O)Nc1nnc(-c2ccco2)o1,0,u,3%,-14%,i,u,5.8µM*,u,0%

# Just DRD3 antagonist and TDP43 rescue (three entries from above):
SMILES	DRD3 antagonist	TDP43 rescue
CC(=O)Nc1ccc(S(=O)(=O)NCc2ccc(C)n2C)cc1	-16	21%
COc1ccccc1CCc1nnc(CCC(=O)NC(C)Cc2cccs2)o1 (stereo not drawn)	5	-6%
Cc1nn(-c2ccccc2)c(C)c1C(=O)Nc1nnc(-c2ccco2)o1	u	u

# Following part
SMILES,D3 ag,DRD3 antagonist,aSyn yeast inh,GLP-1R agonist,PTHR1 agonist,GLP1R cytotox,KB-V1 cytotox,TDP43 rescue,GLP1R inv ag
Cc1cc(C)n2nc(S(=O)(=O)N(C)Cc3ccccc3)nc2n1,0,15,-6%,-6%,0%[57.5 µM],-20%,14%,9%,0%
COCCN(C(=O)c1cccc(N2C(=O)CCC2=O)c1)c1nc(-c2ccc([N+](=O)[O-])cc2)cs1,-1,-12,2%,2%,-49%[inhibitor],8%,u,0%,17%
CCOC(=O)N1CCN(C(=O)CCNS(=O)(=O)c2ccccc2)CC1,10,7,-3%,-3%,i,11%,13%,23%,8%
NS(=O)(=O)c1cccc(C(=O)N2CCCc3ccccc32)c1,-6,-12,1%,-6%,i,5%,0%,-1%,2%
CCOC(=O)C1CCCN(S(=O)(=O)c2ccc(S(=O)(=O)N(CC)CC)cc2)C1 (stereo not drawn),3,31,9%,8%,-47%[inhibitor],-3%,u,4%,u
Cc1cc(=O)oc2c(C)c(OC(C)C(=O)Nc3ccc(N4CCC(C)CC4)cc3)ccc12 (stereo not drawn),-12,-22,-1%,0%,i,12%,-23%,-1%,4%
COC(=O)c1ccc(Oc2c(C)oc3cc(OCc4cnn(-c5ccccc5)c4)ccc3c2=O)cc1,-2,54,-3%,0%,i,2%,-10%,-9%,10%
CN1CCN(S(=O)(=O)c2ccc(NCc3ccc4c(c3)OCO4)nc2)CC1,-2,-2,0%,13%,i,7%,-16%,-1%,10%
O=C(NCC12CC3CC(CC(C3)C1)C2)c1cc2nc(-c3ccc(Cl)cc3)cc(C(F)(F)F)n2n1,2,x,-2%,5%,i,-4%,-17%,0%,8%
CC(C)CCNC(=O)NC(=O)COC(=O)/C=C/c1cccc([N+](=O)[O-])c1,0,20,3%,-2%,i,2%[7.66 µM],-6%,0%,18%[7.66 µM]
CC(C)COP(=O)(c1ccc(N(C)C)cc1)C(O)c1ccccn1 (stereo not drawn),-5,2,1%,-9%,-5%,2%,-5%,6%,1%
CCN(CC)c1ccc(C(=O)NCc2ccc3c(c2)CCN3C(=O)c2ccc(F)cc2)cc1,-4,x,x,x,-14%,-28%,u,15%,17%
Cc1cc(C)cc(Oc2ccccc2C=O)c1,-1,-2,2%,-5%,-4%[57.5 µM],-13%,u,6%,-27%
O=C(COc1ccccc1)Nc1nnc(SCc2cc(=O)n3cc(Cl)ccc3n2)s1,4,x,x,x,8%,3%,x,23%,-8%
COc1ccc(CCN2CC(C(=O)NCc3nc4ccccc4n3C)CCC2=O)cc1 (stereo not drawn),-3,6,0%,-4%,i,1%,-7%,-2%,3%
COc1cccc(NC(=O)c2ccc(NCCCN3CCC(C)CC3)c([N+](=O)[O-])c2)c1,-20,-54*,-4%,-4%,i,u,4%,0%,u
Cc1nn2c(N3CCOCC3)cc(C(C)(C)C)nc2c1-c1ccccc1,4,4,-10%,-1%,-3%,-8%,30%,8%,-1%
S=C(NCc1cccnc1)Nc1ccc2c(c1)OCO2,5,7,-1%,-3%,i,-13%,u,-2%,0%
Cc1cc(C)cc(-n2ccn(Cc3ccccc3C)c(=O)c2=O)c1,4,x,x,x,24%,5%,x,16%,-10%
CC(C)C(NC(=O)c1cccs1)c1nnc(SCC(=O)Nc2nccs2)n1C (stereo not drawn),-2,4,-1%,-6%,-19%[57.5 µM],10%,1%,-13%,-2%
O=C(NCc1ccccc1F)C1CCCN1C(=O)Nc1ccc(Cl)cc1 (stereo not drawn),-5,-9,2%,0%,-23%,-5%,-5%,12%,4%
Brc1ccc(NCc2nnc3n2CCCCC3)cc1,-1,-9,9%,0%,-3%[57.5 µM],-1%,6%,-5%,10%
COc1ccc(-c2ccc(C(C)=O)cc2)cc1[C@H]1[C@@H]2C=CCC[C@@]2(C)C(=O)N1Cc1ccccc1,-17,u,5%,4%,-12%,-8%,u,25%,-27%
Cc1ccc(S(=O)(=O)NC2(C(F)(F)F)NC(=O)N(CCc3ccccc3)C2=O)cc1 (stereo not drawn),0&-6,8,-2%,-1%&-2%,-5%&-8%,4%&0%,0%&0%,12%&10%,4%&-20%
NC(=O)COc1ccc(Nc2nnc(-c3ccc(O)cc3)c3ccccc23)cc1,4,1,-9%,0%,-22%,3%,-5%,5%,20%
O=C(Nc1ccc2c(c1)ncn2C1CCCCC1)c1ccco1,-7,-17,4%,20%,-10%,u,u,-23%,-24%
CC1=C(C(=O)Nc2ccc(C(=O)N3CCN(c4cccc(Cl)c4)CC3)cc2)SCCO1,2,-2,9%,3%,i,0%,-4%,u,u
COCCCN(C(=S)NC(=O)C(C)(C)C)c1c(N)n(Cc2ccccc2)c(=O)[nH]c1=O,5,0,-2%,-2%,-13%,2%,-4%,-24%,4%
O=C(O)c1ccc(S(=O)(=O)Cc2ccccc2)cc1,13,20,7%,-7%,i,2%,-1%,-15%,0%
Cc1ccc(F)cc1NC(=O)Cc1ncc(C(F)(F)F)cc1Cl,0,20,-3%,3%,i,10%,u,1%,-17%
COc1ccc(Nc2nccc(OC)c2C#N)cc1,4,-18,-3%,-1%,i,9%,-2%,-19%,1%
O=C(c1ccncc1)N1CCN(S(=O)(=O)c2ccccc2F)CC1,0,10,-10%,-5%,i,17%,8%,14%,11%
CCOC(=O)c1c(N=CN(C)C)c2cc([N+](=O)[O-])cnc2n1C,0,-13,5%,8%,-7%,11%,u,-17%,54%[activator]
CCN(CC)c1ccc(C(=O)NNC(=O)C2CSC3(C)CCC(=O)N23)cc1 (stereo not drawn),11,4,0%,3%,16%,5%,3%,8%,-2%
Cc1cccc(C)c1N1C(=O)CC(N2CCSCC2)C1=O (stereo not drawn),-16,-1,17%,1%,12%,22%,-6%,u,9%
Cc1ccc(-c2csc3ncnc(N4CCN(C(=O)c5ccco5)CC4)c23)cc1,-13,-13,3%,-2%,-30%[inhibitor],-12%,21µM*,u,u
CCOc1ccc(C2c3cc(OC)c(OC)cc3CC(=O)N2c2ccc(OC)cc2)cc1 (stereo not drawn),6,8,10%,21%,i,-6%,u,-4%,0%
Cc1nn(Cc2ccc(Cl)cc2)c(=O)n1N(C)c1ncc(C(F)(F)F)cc1Cl,3,28,2%,1%,-17%,-2%,u,u,u
COc1ncnc2c1ncn2CCCN1CCN(c2ncccn2)CC1,20,-10,-4%,-2%,-4%,0%,-17%,10%,1%
O=c1c2cn[nH]c2[nH]c(=S)n1-c1ccccc1,-11,6,-11%,-12%,i,-1%,14%,1%,9%
